MITF inh: MITF inhibitors, primary screen, biochemical, AlphaScreen, human. 0.91% of 650,000 active. AlphaScreen MITF homodimerization, bead proximity signal. Microphthalmia-associated transcription factor (Homo sapiens), O75030. inhibition, % at 2.6 µM. AID 1259374, 2018; in the data active = inhibition above about 50%;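 also: 0% = vehicle wells with protein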
Target sequence (O75030 whole entry, looked up): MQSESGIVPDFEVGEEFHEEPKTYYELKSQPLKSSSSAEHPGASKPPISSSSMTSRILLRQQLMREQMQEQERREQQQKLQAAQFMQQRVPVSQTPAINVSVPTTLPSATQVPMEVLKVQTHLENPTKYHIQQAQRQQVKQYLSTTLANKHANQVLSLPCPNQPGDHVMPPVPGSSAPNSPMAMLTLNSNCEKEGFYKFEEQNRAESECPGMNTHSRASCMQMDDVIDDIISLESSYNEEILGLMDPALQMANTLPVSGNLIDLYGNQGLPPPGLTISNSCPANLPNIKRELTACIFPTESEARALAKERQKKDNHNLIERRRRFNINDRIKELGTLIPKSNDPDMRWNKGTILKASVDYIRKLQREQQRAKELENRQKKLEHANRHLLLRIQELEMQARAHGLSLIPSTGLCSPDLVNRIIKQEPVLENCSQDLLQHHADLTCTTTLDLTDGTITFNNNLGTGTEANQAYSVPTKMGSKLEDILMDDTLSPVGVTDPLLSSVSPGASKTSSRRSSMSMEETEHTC
FBW7 act: FBW7 E3 ligase activators, primary screen, biochemical, AlphaScreen, human; AID 1259310, 2017; AlphaScreen FBW7–phospho-cyclin E peptide binding, activator screen; normalized activity (activation), % at 26.1 µM; F-box/WD repeat-containing protein 7 (Homo sapiens), Q969H0; 0.13% of 650,000 active; in the data active = normalized activity above about 1.9%;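 also: purified mutant Fbw7 with reduced substrate affinity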
GPR151 activ: activators of human GPR151, primary screen, cell-based, PathHunter beta-arrestin, luminescence; G-protein coupled receptor 151 (Homo sapiens), Q8TDV0; PathHunter beta-arrestin GPR151 cells; activation, % at 11.2 µM; 1% of 650,000 active; AID 1508602, 2020; in the data active = activation above about 4.9%;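 also: 0% = median of compound wells and 100% = cells with positive control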
Target sequence (Q8TDV0 whole entry, looked up): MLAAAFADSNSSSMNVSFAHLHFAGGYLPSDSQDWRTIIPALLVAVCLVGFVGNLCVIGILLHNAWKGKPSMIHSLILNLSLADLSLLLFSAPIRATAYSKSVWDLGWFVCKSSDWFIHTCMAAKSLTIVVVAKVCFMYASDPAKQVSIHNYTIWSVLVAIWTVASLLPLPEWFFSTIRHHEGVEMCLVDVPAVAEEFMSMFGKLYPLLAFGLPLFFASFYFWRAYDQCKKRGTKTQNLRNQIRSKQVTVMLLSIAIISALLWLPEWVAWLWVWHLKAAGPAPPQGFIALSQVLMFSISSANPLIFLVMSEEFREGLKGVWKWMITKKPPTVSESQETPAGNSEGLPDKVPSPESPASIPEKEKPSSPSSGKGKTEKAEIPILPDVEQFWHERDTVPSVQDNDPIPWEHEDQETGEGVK
TEAD-YAP block: TEAD-YAP interaction inhibition, primary screen, TEAD-YAP interaction inhibitor project, luminescence, HEK-TIYL cells | TEAD-Gal4/YAP UAS-luciferase luminescence | inhibition, % at 9.12 µM | 1.4% of 640,000 active | AID 1259422, 2018; in the data active = inhibition above about 32%;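 also: 0% = median of test compound wells and 100% = reference inhibitor wells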
Starred values were filed as active, the others as inactive; nt = not tested or not shown; & = joins results of further samples.

The opening 2 records as a preview:
SMILES	MITF inh	FBW7 act	GPR151 activ	TEAD-YAP block
COc1ccc(CNc2cc(-c3cccc(C)c3)ncn2)cc1	12	0.0	-1.3	-3
COCc1cc(C)nc2sc3c(c12)NCN(c1ccccc1)C3=O	-6	0.0	1.1	-4

This part in full, from the start:
SMILES	MITF inh	FBW7 act	GPR151 activ	TEAD-YAP block
COc1ccc(CNc2cc(-c3cccc(C)c3)ncn2)cc1	12	0.0	-1.3	-3
COCc1cc(C)nc2sc3c(c12)NCN(c1ccccc1)C3=O	-6	0.0	1.1	-4
CN(Cc1ccsc1)C(=O)CC1(c2cccc(F)c2)CC(=O)N(C2CCCC2)C1=O (stereo not given)	3	0.0	-0.5	-8
COc1ccc(NS(=O)(=O)c2cccc(C(=O)Nc3ccccc3[N+](=O)[O-])c2)cc1	8	0.1	0.0	1
O=C(O)CCc1ccc(-c2cn3c(NC(=O)c4ccc(F)c(Cl)c4)cnc3cn2)cc1	6	0.3	0.8	5
CCCC(=O)Nc1nn2c(-c3cccc(OC)c3)nnc2s1	0	0.0	5.2*	-4
C=CCN1C(=O)S/C(=C/c2ccccc2Cl)C1=O	6	0.1	0.7	-60
CSc1ncc(Cl)c(C(=O)Nc2ccccc2C)n1	1	-0.1	0.9	-11
CC(=O)Nc1cc(CNCc2ccc(F)c(F)c2)cc(C(=O)N2CCN(C)CC2)c1	-1	0.1	-0.1	0
CC(C)CC(=O)Nc1ccc([N+](=O)[O-])c(NC(=O)CC(C)C)c1	14	0.3	-1.6	3
CC(C)CNC(=O)COC(=O)c1ccc(O)cc1	9	0.0	0.3	3
Cc1ccc(N(C(=O)Nc2ccccc2)C2=NCC(C)S2)cc1C (stereo not given)	1	-0.1	-0.6	-24
O=C(NCc1cccnc1)c1ccnc(N2CCCC2CO)c1 (stereo not given)	-11	0.1	-0.2	6
Cc1ccc(OC(=O)c2cc3c(C)nn(-c4ccccc4)c3s2)cc1	-7	0.1	-0.4	1
Cn1c(-c2ccc(F)cc2)[n+](C)c2ccccc21	2	-0.1	-0.5	5

Part of the list above in order of number of heavy atoms, descending.
SMILES	MITF inh	FBW7 act	GPR151 activ	TEAD-YAP block
COc1ccc(NS(=O)(=O)c2cccc(C(=O)Nc3ccccc3[N+](=O)[O-])c2)cc1	8	0.1	0.0	1
Cc1ccc(OC(=O)c2cc3c(C)nn(-c4ccccc4)c3s2)cc1	-7	0.1	-0.4	1
COCc1cc(C)nc2sc3c(c12)NCN(c1ccccc1)C3=O	-6	0.0	1.1	-4
CC(C)CC(=O)Nc1ccc([N+](=O)[O-])c(NC(=O)CC(C)C)c1	14	0.3	-1.6	3
CCCC(=O)Nc1nn2c(-c3cccc(OC)c3)nnc2s1	0	0.0	5.2*	-4
CSc1ncc(Cl)c(C(=O)Nc2ccccc2C)n1	1	-0.1	0.9	-11
C=CCN1C(=O)S/C(=C/c2ccccc2Cl)C1=O	6	0.1	0.7	-60

(further entries)
SMILES	MITF inh	FBW7 act	GPR151 activ	TEAD-YAP block
CCCCCCOC(=O)C1=C(C)NC(=O)NC1c1ccc(N(C)C)cc1 (stereo not given)	3	0.0	-0.2	2
CCc1cccc(C)c1NC(=O)CSc1nnc(-c2cccnc2)n1CC	2	0.5	-0.1	1
CC(=O)Nc1ccc(C(=O)Nc2cccc(C)c2C)cc1	2	0.0	-1.0	-5
Cc1nn(-c2ccc(F)cc2)c2sc(C(=O)OC3CCOC3=O)cc12 (stereo not given)	6	0.0	0.0	1
CCNCCNc1ccc([N+](=O)[O-])cc1[N+](=O)[O-]	13	-0.1	-0.2	2
O=C(CCc1nnc(CCCCc2ccccc2)o1)N1CCC(N2CCSCC2)CC1	6	-0.1	7.0*	-28
CCOC(=O)c1ccc(S(=O)(=O)NNc2nc3ccccc3s2)cc1	2	-0.1	-1.1	-2
COc1ccc(-n2nc(C(=O)Nc3cc(Cl)ccc3OC)c3ccccc3c2=O)cc1	5	-0.1	0.2	7
CCOC(=O)c1sc2ncnc(Nc3ccccc3F)c2c1C	26	0.0	1.7	9
CCN(Cc1ccncc1)C(=O)CC1(CC(=O)O)CCCC1	-7	-0.2	0.3	2
CS(=O)(=O)N(CC(=O)NCCC1=CCCCC1)c1cccc(F)c1	-5	0.3	1.9	4
CCOC(=O)CSC1=C(C#N)C(c2cccc3ccccc23)CC(=O)N1 (stereo not given)	-13	-0.1	-1.4	-1
COc1cccc(-n2cc(C(=O)NCCC(=O)Nc3ccc(Br)cc3C)c3ccccc3c2=O)c1	5	0.0	1.2	3
Cc1cc(C(=O)c2ccccc2)c(NC(=O)CN2CCOCC2)s1	-6	-0.1	-0.1	-5
COCCN(C(=O)c1csnn1)C(C(=O)NC1CCCC1)c1cccs1 (stereo not given)	23	0.3	0.7	4
O=C(CSc1ncnc2c1nnn2Cc1ccccc1)N1CCN(c2ccccc2)CC1	1	-0.2	-1.4	4
CCn1c(=O)cc(OCC(=O)N(C)c2ccc(C(C)C)cc2)c2ccccc21	3	0.2	1.2	-11
COc1ccccc1OCCCOc1ccccc1F	0	0.2	-0.1	-81
Cc1nc(NCc2cccs2)sc1-c1ccn(CCN(C)C)n1	4	-0.1	1.2	-4
COc1ccc(-c2nnc3ccc(SCC(=O)Nc4ccc(C)cc4)nn23)cc1OC	-10	0.1	-0.3	-5
CCn1cc(C(=O)Nc2ccc(-c3cn4c(n3)SCC4)cc2)c(=O)c2ccc(C)nc21	-6	0.1	-1.2	2
Cc1ccc(S(=O)(=O)Nc2ccc(CC(=O)N(C)C)cc2)s1	3	0.0	0.8	-6
COc1ccc(-n2c(/C=C/c3cccc([N+](=O)[O-])c3)nc3ccccc3c2=O)cc1Cl	5	0.0	-0.2	10
COc1ccc(S(=O)(=O)N2CCCN(Cc3ccccc3)CC2)cc1	17	0.1	-0.7	4
COc1ccc(/C=N/NC(=O)CC23CC4CC(CC(C4)C2)C3)cc1O	9	-0.1	-0.6	-15
Cc1cc(Cl)ccc1NS(=O)(=O)c1cc2c(cc1C)n(C)c(=O)c(=O)n2C	7	-0.2	-2.2	-6
N#C/C(=C\c1cc2c(cc1[N+](=O)[O-])OCO2)c1cccc(F)c1	3	0.0	-0.3	0
CN1C(=O)N(C)C(=O)C(CCc2ccncc2)(C(c2ccccc2)c2ccccc2)C1=O	11	0.3	0.0	9
CCc1cccc(NC(=O)C2CCN(S(=O)(=O)c3ccc4[nH]c(=O)ccc4c3)CC2)c1	-14	0.0	0.4	3
CCN(CC)Cc1ccc(NC(=O)c2cccc(C)c2)cc1	15	0.0	-1.9	-23
CN1CCN(NC(=S)Nc2ccc(F)cc2)CC1	17&3	0.2&0.0	-1.1&-0.3	1&-1
CC(C)(C)C(=O)Cn1c(=O)n(-c2ccccc2)c(=O)c2sccc21	-11	1.6	0.1	6
Cc1cc(NC(=O)COC(=O)c2ccc(S(=O)(=O)N3CCCC3)cc2)no1	-3	-0.2	1.6	-8
CC(=O)c1ccc(NC(=O)c2cncc(Br)c2)cc1	7	0.2	1.6	-40
COc1ccc(CC2(CO)CCN(Cc3csc(C(C)=O)c3)CC2)cc1	-10	0.1	0.0	-5
CCOC(=O)C1=C(C)N=c2s/c(=C/c3cc(OC)c(OC)c(OC)c3)c(=O)n2C1c1cc(OC)ccc1OC (stereo not given)	4	0.0	-0.8	-1
Cc1cc(C(=O)N=c2sc3cc(F)ccc3n2C)nn1C	22	0.0	2.0	-57
Cc1ccnc2nc(C(=O)OCC(=O)c3ccc(NC(=O)CC(C)C)cc3)nn12	-4	-0.1	1.2	-5
COc1cc(OC)cc(C(=O)OCCN(C2=NS(=O)(=O)c3ccccc32)c2cccc(C)c2)c1	15	0.1	-0.9	-7
O=C(Oc1ccc([N+](=O)[O-])cc1)c1cccc(N2C(=O)C3C4CCC(C4)C3C2=O)c1 (stereo not given)	-2	0.3	2.2	5
COc1cc2nc(Nc3ccccc3)nc(Nc3ccc4c(c3)OCO4)c2cc1OC	1	-0.1	2.0	3
CCOc1ccc(C)cc1S(=O)(=O)n1c(C)nc2ccccc21	-3	-0.2	7.2*	0
CCCCC/C=C\C/C=C\CCCCCCCC(=O)OCC	-15	nt	-1.1	nt
CC(C)CNc1ncnc2c1c(-c1ccccc1)cn2-c1ccc(Br)cc1	11	0.5	-0.6	-1
COc1cccc2cc(C(=O)Nc3ccccc3)c(=Nc3ccc(-c4nc5ccc(C)cc5s4)cc3)oc12	8	-0.1	0.6	-20
COc1cc2c(cc1NC(=O)Nc1ccc([N+](=O)[O-])cc1)oc1ccccc12	11	0.0	-1.2	4
Cc1cccc(-n2nc3c(c2NC(=O)COc2ccccc2)CSC3)c1C	-10	0.1	0.1	-1
O=C1NN(c2ccccc2)C(=O)/C1=C1/C(=O)N(Cc2cccc3ccccc23)c2ccccc21	18	0.4	-1.2	13
CCc1ccc(NC(=O)CSc2nc3c(sc(=S)n3-c3ccc(CC)cc3)c(=O)n2-c2ccc(C)cc2)cc1	1	-0.1	0.8	4
O=C1C(=O)N(CCO)C(c2cccc([N+](=O)[O-])c2)/C1=C(\O)c1ccc(Br)cc1 (stereo not given)	1	0.1	-0.9	1
Cn1c(=O)c2c(nc(NCCCO)n2Cc2ccc(F)cc2)n(C)c1=O	5	0.1	1.7	3
CC(C)NC(=O)CN(C(=O)CCC(=O)Nc1ccccn1)C1CCCC1	2	-0.1	-0.2	-7
Cc1ccccc1-c1nsc(SCC(=O)c2ccccc2)n1	-2	-0.1	-1.0	-21
CCN(CC)CCCNC(=O)C1CCN(S(=O)(=O)CC)CC1	2	-0.3	1.3	-11
COc1ccc(NC(=O)Nc2cc(C(=O)OC(C)C)cc(C(=O)OC(C)C)c2)c(OC)c1	7	0.1	-2.4	1
C/C(=N\Nc1ccc([N+](=O)[O-])cc1)c1cccc(N)c1	1	0.0	0.9	-49
OCCC1CN(C2CCCC2)CCN1Cc1ccccc1F (stereo not given)	1	0.0	-1.3	-3
COc1ccccc1NC(=O)C(Cc1c[nH]c2ccccc12)NC(=O)OC(C)(C)C (stereo not given)	-19	0.0	0.9	-12
CCOC(=O)Cn1cc(C=C2C(=O)N(C)C(=S)N(C)C2=O)c2ccccc21	-11	0.0	0.4	-2
COC(=O)Cc1ccc(NC(=O)COc2ccc(Br)cc2)cc1	3	0.2	0.7	3
(listing goes on)
SMILES	MITF inh	FBW7 act	GPR151 activ	TEAD-YAP block
CCN(Cc1nnc(-c2ccccc2)o1)C1CCCCC1	4	-0.1	1.1	-4
CC1=NN(C(N)=S)C(=O)C1N=Nc1cc(Cl)ccc1Cl (stereo not given)	4	-0.4	0.6	10
Cc1cc(C)nc(SC2=C(Nc3ccc(O)cc3)C(=O)N(Cc3ccccc3)C2=O)n1	11	0.0	-1.1	5
Cc1ccnc2nc(C(=O)OCC(=O)N(Cc3ccccc3)C(C)C)nn12	3	0.1	-1.5	2
CC(C)(CO)CNC1CCN(c2ccc(C(=O)NCCN3CCOCC3)cc2)CC1	-3	-0.2	-0.6	-17
CCOc1cccc(-c2cc(C(=O)Nc3sc(C)cc3C(=O)OC)c3ccccc3n2)c1	10	0.4	-1.0	-4
COc1cc(CNC2C3CC4CC(C3)CC2C4)cc(OC)c1 (stereo not given)	-1	0.1	-0.6	-4
Cc1ncoc1C(=O)N1CCCC(CNS(=O)(=O)Cc2ccccc2)C1 (stereo not given)	13	0.3	-0.2	1
CCn1c(SCC(=O)NNC(=O)c2ccc(F)cc2)nnc1-c1cccs1	5	0.1	-0.8	7
CN1CCN(C(=O)c2cn(C3CCCC3)c(=O)c3c2c2ccccc2n3C)CC1	7	0.0	-0.3	5
NC(=S)NNc1ccncc1[N+](=O)[O-]	10	0.3	1.0	8
Cc1ccc(C(=O)N/C(=C\c2ccc(Br)cc2)C(=O)Nc2ccc3ccccc3c2)cc1	5	0.1	0.6	8
COCC(=O)Nc1ccc([N+](=O)[O-])cc1	7	0.1	0.7	-7
O=C1N/C(=C/c2ccc(F)cc2)C(=O)N1Cc1ccc(Br)cc1	-8	0.0	-0.2	19
O=C1N[C@@H](Cc2ccccc2)C(=O)N2C[C@@H](NCc3ccc(F)cc3F)C[C@@H]12	-12	0.0	1.7	-10
CC(C)CC(NC(=O)c1cccnc1)c1nnc2n1CCN(Cc1ccco1)CC2 (stereo not given)	-3	-0.1	0.0	-11
Cc1cccc(NC(=O)C2COc3ccccc3O2)n1 (stereo not given)	7	-0.1	1.4	-30

From PubChem BioAssay
